Mtb BioA inh: inhibitors of Mycobacterium tuberculosis BioA enzyme. purified M. tuberculosis BioA enzyme, plate reader. inhibition, % at 9.99 µM. 0.096% of 360,000 active; in the data active means inhibition above about 40%
* hit, by the source's call.

SMILES | Mtb BioA inh
Cc1ccc(S(=O)(=O)N(C)C[C@H]2Oc3ncc(C#CCC(C)C)cc3C(=O)N([C@@H](C)CO)C[C@H]2C)cc1 | -0.1
C[C@@H]1CCCCO[C@@H](CN(C)S(=O)(=O)c2cn(C)cn2)[C@H](C)CN([C@@H](C)CO)C(=O)c2cc(NS(=O)(=O)c3cn(C)cn3)ccc2O1 | -0.2
Cc1ccc(S(=O)(=O)Nc2ccc3c(c2)C(=O)N([C@H](C)CO)C[C@@H](C)[C@H](CN(C)S(=O)(=O)c2ccc(C)cc2)O3)cc1 | 1.6
C[C@H]1CN([C@@H](C)CO)C(=O)c2cccc(NC(=O)c3cnccn3)c2O[C@@H]1CN(C)CC1CCCCC1 | -2.6
CC=Cc1ccc2n(c1=O)C[C@@H]1[C@@H](CO)[C@H](C(=O)NC3CCCC3)N(Cc3nccs3)[C@H]21 (mixture of isomers) | -1.7
CCCC#Cc1ccc([C@@H]2[C@@H](CO)N3CCCCN(S(=O)(=O)c4ccccc4F)C[C@@H]23)cc1 | 6.0
C[C@H](CO)N1C[C@H](C)[C@H](CN(C)Cc2cccc(C(=O)O)c2)Oc2cc(C3=CCCC3)ccc2S1(=O)=O | -0.5
CC(C)NC(=O)Nc1ccc2c(c1)CC(=O)N([C@H](C)CO)C[C@@H](C)[C@H](CN(C)S(=O)(=O)c1ccccc1)O2 | -0.7
C[C@H](CO)N1C[C@H](C)[C@H](CN(C)C(=O)C2CCCCC2)Oc2cc(-c3cncnc3)ccc2S1(=O)=O | -7.9
C[C@@H]1CN([C@@H](C)CO)S(=O)(=O)c2ccc(/C=C/c3ccccc3)cc2O[C@H]1CN(C)C(=O)NC1CCCC1 | -2.9
C[C@@H]1CCCCO[C@@H](CN(C)C)[C@@H](C)CN([C@@H](C)CO)C(=O)c2cc(NS(=O)(=O)c3cccs3)ccc2O1 | -1.8
C[C@@H]1CN([C@@H](C)CO)C(=O)Cc2cc(NC(=O)Nc3ccccc3)ccc2O[C@H]1CN(C)S(=O)(=O)c1cccs1 | -2.5
C[C@@H]1CCCCO[C@H](CN(C)C(=O)Nc2ccc(F)cc2)[C@@H](C)CN([C@@H](C)CO)C(=O)c2cc(NC(=O)Cc3ccccc3)ccc2O1 | -3.3
CNC[C@H]1Oc2c(NS(=O)(=O)c3ccc(Cl)cc3)cccc2C(=O)N([C@H](C)CO)C[C@H]1C | 3.6
COc1ccc(CN(C)C[C@H]2OCCCC[C@@H](C)Oc3ccc(NC(=O)Nc4ccc(C(F)(F)F)cc4)cc3C(=O)N([C@H](C)CO)C[C@@H]2C)cc1 | 1.8
CO[C@H](CN(C)C(=O)c1ccc2c(c1)OCO2)[C@@H](C)CN([C@H](C)CO)S(=O)(=O)c1ccc(F)cc1 | -0.1
OC[C@H]1[C@@H](c2ccc(C#Cc3ccccc3F)cc2)[C@H]2CN(CC3CCOCC3)CCCCN21 | 1.9
C[C@H](CO)N1C[C@H](C)[C@H](CN(C)S(C)(=O)=O)Oc2ccc(NC(=O)CCCN(C)C)cc2C1=O | -1.0
C[C@@H]1CN([C@@H](C)CO)C(=O)c2cc(-c3cccc(C#N)c3)cnc2O[C@H]1CN(C)C(=O)c1ccccn1 | 2.5
CN(C)C(=O)C[C@@H]1CC[C@@H]2[C@H](COC[C@@H](O)CN2C(=O)c2ccncc2)O1 | -1.5
CCCNC(=O)[C@H]1[C@H](CO)[C@H]2Cn3c(ccc(C4=CCCCC4)c3=O)[C@@H]1N2CC | 0.6
C[C@@H]1CN([C@@H](C)CO)C(=O)c2cccc(NC(=O)c3cnccn3)c2O[C@@H]1CN(C)S(C)(=O)=O | -2.5
O=C(C[C@@H]1C[C@H]2c3cc(NC(=O)Cc4ccncc4)ccc3O[C@H]2[C@@H](CO)O1)NCc1ccc(-c2ccccc2)cc1 | -1.1
C[C@H](O)C#Cc1ccc([C@@H]2[C@@H](CO)N3CCCCN(CC4CCOCC4)C[C@H]23)cc1 | -2.8

Next part; it opens with the 7 that closed the last part.
SMILES | Mtb BioA inh
C[C@H](CO)N1C[C@H](C)[C@H](CN(C)S(C)(=O)=O)Oc2ccc(NC(=O)CCCN(C)C)cc2C1=O | -1.0
C[C@@H]1CN([C@@H](C)CO)C(=O)c2cc(-c3cccc(C#N)c3)cnc2O[C@H]1CN(C)C(=O)c1ccccn1 | 2.5
CN(C)C(=O)C[C@@H]1CC[C@@H]2[C@H](COC[C@@H](O)CN2C(=O)c2ccncc2)O1 | -1.5
CCCNC(=O)[C@H]1[C@H](CO)[C@H]2Cn3c(ccc(C4=CCCCC4)c3=O)[C@@H]1N2CC | 0.6
C[C@@H]1CN([C@@H](C)CO)C(=O)c2cccc(NC(=O)c3cnccn3)c2O[C@@H]1CN(C)S(C)(=O)=O | -2.5
O=C(C[C@@H]1C[C@H]2c3cc(NC(=O)Cc4ccncc4)ccc3O[C@H]2[C@@H](CO)O1)NCc1ccc(-c2ccccc2)cc1 | -1.1
C[C@H](O)C#Cc1ccc([C@@H]2[C@@H](CO)N3CCCCN(CC4CCOCC4)C[C@H]23)cc1 | -2.8
COCCNC(=O)C[C@H]1C[C@@H]2c3cc(NC(=O)NC4CCCC4)ccc3O[C@@H]2[C@H](CO)O1 | -1.7
O=C(Cc1cccnc1)N1CCCCN2[C@H](CO)[C@@H](c3ccc(C#CC4CCCC4)cc3)[C@H]2C1 | -0.2
C[C@@H]1CCCCO[C@H](CN(C)S(=O)(=O)c2cccs2)[C@@H](C)CN([C@@H](C)CO)C(=O)c2cc(NC(=O)c3ccncc3)ccc2O1 | -1.2
C[C@@H]1CN([C@@H](C)CO)C(=O)Cc2cc(NC(=O)Nc3ccc(F)cc3)ccc2O[C@H]1CN(C)Cc1ccccc1 | 0.6
COc1ccc(S(=O)(=O)N(C)C[C@H]2Oc3ccc(NC(=O)NC(C)C)cc3C(=O)N([C@H](C)CO)C[C@H]2C)cc1 | 0.5
C/C=C/c1ccc([C@@H]2[C@H]3CN(S(=O)(=O)c4ccccc4)CCCCN3[C@H]2CO)cc1 | -0.7
C[C@@H]1CN([C@H](C)CO)C(=O)c2c(c3ccccc3n2C)-c2ccccc2CO[C@@H]1CN(C)C(=O)[C@H](Cc1ccccc1)N(C)C | 1.7
C[C@H](CO)N1C[C@H](C)[C@H](CN(C)Cc2cccnc2)Oc2ncc(C#CCc3ccccc3)cc2C1=O | 3.1
C[C@@H]1CN([C@@H](C)CO)C(=O)Cc2cc(NC(=O)NC3CCCCC3)ccc2O[C@H]1CN(C)CC1CCCCC1 | 1.1
Cc1noc(C)c1NC(=O)N(C)C[C@@H]1Oc2ccc(NC(=O)NC3CCCCC3)cc2CC(=O)N([C@@H](C)CO)C[C@H]1C | -2.6
Cc1noc(C)c1NC(=O)N(C)C[C@H]1Oc2ccc(NC(=O)CCC(F)(F)F)cc2C(=O)N([C@H](C)CO)C[C@H]1C | 0.8
COC(=O)C[C@@H]1C=C[C@H](NC(=O)Nc2ccc(C(F)(F)F)cc2)[C@H](CO)O1 | 5.9
C[C@@H]1CN([C@H](C)CO)C(=O)Cc2cc(NC(=O)CCN3CCOCC3)ccc2O[C@@H]1CN(C)Cc1ccncc1 | 1.5
C[C@@H]1CN([C@H](C)CO)S(=O)(=O)c2ccc(-c3ccccc3)cc2O[C@H]1CN(C)C(=O)C1CC1 | 4.3
C[C@H]1CN([C@@H](C)CO)S(=O)(=O)c2ccc(C3=CCCCC3)cc2O[C@H]1CN(C)Cc1ccncc1 | 13
C[C@H](NC(=O)C[C@H]1CC[C@@H](NS(=O)(=O)c2cccc(F)c2)[C@@H](CO)O1)c1ccccc1 | -1.4
C[C@@H]1CN([C@@H](C)CO)C(=O)c2cccc(NS(=O)(=O)c3cn(C)cn3)c2O[C@@H]1CN(C)S(=O)(=O)c1cn(C)cn1 | -2.2
C[C@@H]1CN([C@H](C)CO)C(=O)c2cc(NC(=O)Nc3cccc4ccccc34)ccc2O[C@@H](C)CCCCO[C@H]1CN(C)S(=O)(=O)c1cccs1 | -2.3
Cc1ccc(S(=O)(=O)Nc2ccc3c(c2)CC(=O)N([C@H](C)CO)C[C@@H](C)[C@H](CN(C)C(=O)Nc2ccc(C(F)(F)F)cc2)O3)cc1 | 0.5
CS(=O)(=O)Nc1ccc2c(c1)[C@@H]1C[C@@H](CC(=O)NCc3ccc(Oc4ccccc4)cc3)O[C@@H](CO)[C@@H]1O2 | 1.9
C[C@@H]1CN([C@@H](C)CO)S(=O)(=O)c2ccc(C#Cc3ccc(F)cc3)cc2O[C@H]1CN(C)C | 0.0
CCCNC(=O)N1[C@@H]2CN(C(=O)c3ccncc3)c3ccccc3[C@@H]2[C@@H]1CO | -3.1
C[C@@H]1CN([C@@H](C)CO)C(=O)c2cccc(NS(=O)(=O)c3cccs3)c2O[C@@H]1CN(C)Cc1ccc(-c2ccccc2)cc1 | -6.9
C[C@H](CO)N1C[C@H](C)[C@H](CN(C)Cc2ccccc2)Oc2ncc(C#Cc3cccnc3)cc2C1=O | 1.5
COc1ccc(S(=O)(=O)N(C)C[C@H]2Oc3ccc(NC(=O)NC(C)C)cc3CC(=O)N([C@H](C)CO)C[C@@H]2C)cc1 | -0.1
C[C@H](CO)N1C[C@H](C)[C@H](CN(C)C)Oc2ccc(NC(=O)Nc3ccc(F)cc3)cc2CC1=O | -0.2
O=C(C[C@@H]1C[C@@H]2c3cc(NC(=O)CC4CC4)ccc3O[C@@H]2[C@@H](CO)O1)NCc1cccnc1 | -0.3
Cc1noc(C)c1NC(=O)Nc1ccc2c(c1)CC(=O)N([C@H](C)CO)C[C@@H](C)[C@@H](CN(C)C(=O)Nc1ccc(C(F)(F)F)cc1)O2 | 0.8
C[C@@H]1CN([C@H](C)CO)C(=O)c2cccc(NC(=O)c3nc4ccccc4s3)c2O[C@H]1CN(C)CC1CCCCC1 | -1.4
CCCNC(=O)C[C@H]1C[C@H]2c3cc(NC(=O)C4CCC4)ccc3O[C@H]2[C@@H](CO)O1 | -0.1
C[C@@H]1CCCCO[C@H](CN(C)S(=O)(=O)c2ccccc2)[C@@H](C)CN([C@H](C)CO)C(=O)c2cc(NC(=O)Nc3ccc(F)cc3)ccc2O1 | -3.6
O=C(C[C@@H]1CC[C@@H]2[C@H](COC[C@@H](O)CN2C(=O)c2ccncc2)O1)NCc1cc(F)cc(F)c1 | 1.8
C[C@@H]1CCCCO[C@@H](CN(C)Cc2ccccc2)[C@H](C)CN([C@H](C)CO)C(=O)c2cc(NS(=O)(=O)c3ccccc3)ccc2O1 | 1.1
C[C@H](CO)N1C[C@H](C)[C@@H](CN(C)Cc2ccc(C(=O)O)cc2)Oc2ccc(NC(=O)C3CCCCC3)cc2CC1=O | 0.0
O=C(C[C@H]1CC[C@H]2[C@@H](COC[C@@H](O)CN2C(=O)Nc2ccc(C(F)(F)F)cc2)O1)NCCc1ccncc1 | -1.9
CC(C)NC(=O)Nc1cccc2c1O[C@@H](CN(C)C(=O)Nc1ccccc1)[C@H](C)CN([C@H](C)CO)C2=O | 1.4
C[C@@H]1CCCCO[C@H](CN(C)Cc2ccncc2)[C@H](C)CN([C@@H](C)CO)C(=O)c2cc(NC(=O)Nc3ccc(C(F)(F)F)cc3)ccc2O1 | 0.3
CCS(=O)(=O)N[C@H]1CC[C@H](CC(=O)Nc2ccc(-c3ccccc3)cc2)O[C@@H]1CO | -4.3
C[C@H](CO)N1C[C@H](C)[C@H](CN(C)C(=O)Nc2ccccc2)Oc2c(NC(=O)c3ccncc3)cccc2C1=O | -2.6
O=C(C[C@@H]1C[C@H]2c3cc(NC(=O)Nc4ccccc4)ccc3O[C@H]2[C@@H](CO)O1)NCC1CC1 | -1.5
COc1ccccc1-c1ccc2c(c1)O[C@@H](CN(C)C(=O)Nc1cccc(F)c1)[C@@H](C)CN([C@@H](C)CO)S2(=O)=O | 3.3
C[C@@H]1CN([C@@H](C)CO)C(=O)c2cc(NC(=O)CCC(F)(F)F)ccc2O[C@@H](C)CCCCO[C@@H]1CN(C)S(=O)(=O)c1ccccc1 | -1.6
O=C(Cc1ccccc1)N1CC[C@@H]2[C@H](CO)Nc3ccc(Br)cc3[C@@H]21 | 44*
O=C([C@@H]1[C@@H](CO)[C@@H]2Cn3c(ccc(-c4cccnc4)c3=O)[C@H]1N2Cc1ccncc1)N1CCOCC1 | -0.5
C[C@H]1CN([C@@H](C)CO)C(=O)c2cccc(NC(=O)C3CCCCC3)c2O[C@H]1CN(C)Cc1ccc(C(F)(F)F)cc1 | 2.9
COc1cccc(C#Cc2cnc3c(c2)C(=O)N([C@H](C)CO)C[C@@H](C)[C@@H](CN(C)C)O3)c1 | -3.3
CO[C@H]1CN(C)C(=O)c2cc(NC(=O)Cc3ccccc3)ccc2OC[C@@H](C)N(C(C)=O)C[C@H]1C | -1.6
C[C@H](O)C#Cc1ccc2c(c1)O[C@H](CN(C)Cc1ccccn1)[C@@H](C)CN([C@@H](C)CO)S2(=O)=O | 3.5
Cc1noc(C)c1S(=O)(=O)Nc1ccc2c(c1)C(=O)N([C@H](C)CO)C[C@@H](C)[C@@H](CN(C)C(=O)Nc1ccccc1)O2 | -4.3
COc1ccccc1-c1ccc2c(c1)O[C@@H](CN(C)C)[C@H](C)CN([C@H](C)CO)S2(=O)=O | 1.1
CNC(=O)C[C@H]1CC[C@H]2[C@@H](COc3ccc(NC(=O)c4cc(F)cc(F)c4)cc3C(=O)N2C)O1 | -2.6
C[C@@H]1CN([C@@H](C)CO)C(=O)c2cc(C3=CCCC3)cnc2O[C@H]1CN(C)C | -1.2
O=C(Nc1cc(F)ccc1F)N[C@H]1CC[C@@H](CCn2cc(C3CCCCC3)nn2)O[C@H]1CO | 4.3
CO[C@H]1CN(C)C(=O)c2ccc(NC(=O)Nc3cccc(F)c3)cc2OC[C@@H](C)N(C(=O)Nc2c(C)noc2C)C[C@@H]1C | 3.0

High-throughput results as filed in PubChem BioAssay.

Some of the compounds tested (hit frequency here may not be typical).
